mcGAS RapidFire: inhibitors of Mus musculus cyclic GMP-AMP synthase, initial high-throughput assay, cell-free, RapidFire MS; Q8C6L5; recombinant mouse cGAS, cGAMP by RapidFire MS; inhibition, % at 12.5 µM; 0.18% of 130,000 active; AID 1259397, 2018;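 active = inhibition of cGAS enzyme activity at or above 60%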;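 note: enzyme stimulated by 45 bp dsDNA with ATP and GTP substrates; cGAMP share of summed cGAMP plus half ATP and half GTP signals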
Target sequence (Q8C6L5 whole entry, looked up): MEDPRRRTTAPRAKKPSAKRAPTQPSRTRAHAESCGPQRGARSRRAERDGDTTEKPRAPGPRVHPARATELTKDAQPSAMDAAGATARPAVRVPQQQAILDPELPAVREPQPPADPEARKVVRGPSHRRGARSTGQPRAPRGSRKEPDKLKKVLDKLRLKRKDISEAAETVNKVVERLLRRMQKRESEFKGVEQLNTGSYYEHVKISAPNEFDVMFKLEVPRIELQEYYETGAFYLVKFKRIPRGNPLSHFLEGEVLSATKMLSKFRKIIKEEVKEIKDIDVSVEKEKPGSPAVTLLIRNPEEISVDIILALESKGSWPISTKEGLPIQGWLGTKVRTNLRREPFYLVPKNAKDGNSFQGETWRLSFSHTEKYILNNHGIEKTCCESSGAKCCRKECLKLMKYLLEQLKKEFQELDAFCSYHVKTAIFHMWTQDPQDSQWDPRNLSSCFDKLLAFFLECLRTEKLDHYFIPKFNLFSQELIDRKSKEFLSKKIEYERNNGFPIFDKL
An asterisk follows results filed as active; & = joins results of further samples. The list is partial. The share of hits here may be higher or lower than overall.

mcGAS RapidFire,molecule
17,CN(Cc1ccc(-n2cccn2)cc1)Cc1ccc(-c2ccn[nH]2)o1
-11,CCCC(C)(C)C(=O)N1CCC1(C)C(=O)NS(=O)(=O)c1cccs1 (centres undefined)
-6,O=C(CCC1CCN(C(=O)C2CCOCC2)CC1)NC1CCN(Cc2ccccc2)C1 (centres undefined)
3,CCOC(=O)c1ccc(N2CCCC2C(=O)Nc2ccc(Cl)cc2Cl)nc1 (centres undefined)
-6,CC1CN(Cc2ccc(C(=O)N(C)Cc3cnn(C)c3)cc2)CCO1 (centres undefined)
-15,Cn1c(=O)c2c(nc3n(CCN4CCOCC4)c(-c4cccs4)cn23)n(C)c1=O
1,CC#CC(=O)N1CCCC(CCc2ccc(OC)cc2)C1 (centres undefined)
-18,Cc1cc(=O)n2nc(CN3CC(C(=O)N4CCOCC4)Oc4ccccc43)sc2n1 (centres undefined)
-6,Cc1cnc(C(=O)N2CCOC(CCCc3ccccc3)C2)cn1 (centres undefined)
-6,CN(Cc1ccc(Br)cc1)CN1C(=O)C2CCC1C2 (centres undefined)
-10&5,COc1ccc(CC(=O)N2CCC(CCC(=O)Nc3ccccc3)CC2)cc1
10,O=C1CC(c2ccco2)Cc2nc(NC3CCCC3)ncc21 (centres undefined)
-17,CC(Nc1cc(N2CCNCC2)ccc1[N+](=O)[O-])C12CC3CC(CC(C3)C1)C2 (centres undefined)
-23,CC12C(=O)N(c3nccs3)C(=O)C1C1C=CC2C1 (centres undefined)
-7,C=C(C)CNC(=O)CC1C(=O)NCCN1Cc1ccccc1C(F)(F)F (centres undefined)
15,C=C(C)Cn1c(C(C)O)nc2ccccc21 (centres undefined)
-7,O=C(CSc1nc2c(c(=O)n1-c1ccccc1)SCC2)OCc1ccccc1
-12,CC(C)NC(=O)CSc1nnc(N)s1
-5,Cc1ccc(C(=O)N2CCCN(C(=O)OC(C)(C)C)CC2)cc1S(C)(=O)=O
-4,COc1ccc2oc(=Nc3ccc(-c4ccccc4)cc3)c(-c3nc4ccccc4[nH]3)cc2c1
2,CC(=NNc1nc(C)cc(C)n1)c1ccc2c(c1)OCO2
5,N#CC(C#N)=C1c2cc(S(=O)(=O)NCCO)ccc2-c2ccc(S(=O)(=O)NCCO)cc21
-8,COc1ccccc1CNC(=O)CC1C(=O)NCCN1Cc1ccccc1C (centres undefined)
-8,CSc1ccccc1C(=O)N1CCCC(CNC(=O)c2ccccc2Cl)C1 (centres undefined)
-7,COc1ccc(Br)cc1S(=O)(=O)NCc1ccc(C)cc1
-5,CC(=O)c1ccc(C(=O)N2CCCC(Nc3ccc4c(c3)OCCO4)C2)s1 (centres undefined)
1,CCN(CC(=O)NC(C)(C)C)CC(O)c1ccccc1Cl (centres undefined)
-1,O=C1c2cccn2CCC1C(O)c1cc[n+](Cc2ccccc2)cc1 (centres undefined)
0,CC(C)c1cc(=O)[nH]c(-n2nc(-c3cccs3)cc2NC(=O)c2ccc(F)c(F)c2)n1
-12,CC(C)CN1CC(C(=O)N2CCC(Nc3ncccn3)CC2)CC1=O (centres undefined)
-5,Nn1cnnc1N/N=C\c1cc([N+](=O)[O-])c(Cl)cc1Cl
3,CC(Oc1ccccc1F)C(=O)NNC(=O)COc1ccccc1C#N (centres undefined)
-6,CC(C)CC(=O)N1Cc2ccccc2CC1C(=O)NC1CCCc2occc21 (centres undefined)
-11,O=C(NCc1ccc2c(c1)OCO2)c1coc(COc2cccc(F)c2F)n1
1,CCOC(=O)c1ccc(CNc2nncc(-c3ccccc3F)n2)o1
-4,Cc1cc(NNS(=O)(=O)c2ccc(Cl)c(Cl)c2)n2ncnc2n1
-5,N#CCSc1n[nH]c(CCc2nc(SCC#N)n[nH]2)n1
-10,CC1=NOC(Cc2ccccc2)C(=O)N1Cc1ccc(C)cc1 (centres undefined)
-13,COC(=O)Cc1cnc(NC(=O)CN2CCCCC2c2cccnc2)s1 (centres undefined)
-4,CCSc1ncnc2c1nnn2C
-6,Cc1ccc(COc2ccc(CNCCO)cc2)cc1
0,COCCNC(=O)CCC1CCN(C(=O)CCc2cc(C)cc(C)c2)CC1
-2,Cc1cccc(N2CCC(N3CCN(C4CCCCC4)C(CCO)C3)CC2)c1C (centres undefined)
-1,CCCCn1c(C2CC(=O)N(c3ccccc3F)C2)nc2ccccc21 (centres undefined)
-11,O=C(CNC(=O)C1COc2ccccc2O1)N=Nc1c(O)[nH]c2ccccc12 (centres undefined)

Some values from above.
Entry for N#CCSc1n[nH]c(CCc2nc(SCC#N)n[nH]2)n1 in mcGAS RapidFire: -5
Entry for CCCCn1c(C2CC(=O)N(c3ccccc3F)C2)nc2ccccc21 (centres undefined) in mcGAS RapidFire: -1
Entry for CCCC(C)(C)C(=O)N1CCC1(C)C(=O)NS(=O)(=O)c1cccs1 (centres undefined) in mcGAS RapidFire: -11
Entry for CN(Cc1ccc(-n2cccn2)cc1)Cc1ccc(-c2ccn[nH]2)o1 in mcGAS RapidFire: 17
Entry for CCN(CC(=O)NC(C)(C)C)CC(O)c1ccccc1Cl (centres undefined) in mcGAS RapidFire: 1
Entry for CC(=O)c1ccc(C(=O)N2CCCC(Nc3ccc4c(c3)OCCO4)C2)s1 (centres undefined) in mcGAS RapidFire: -5
Entry for O=C(CSc1nc2c(c(=O)n1-c1ccccc1)SCC2)OCc1ccccc1 in mcGAS RapidFire: -7

Three compounds picked at random from those above, as already listed:
mcGAS RapidFire,molecule
0,COCCNC(=O)CCC1CCN(C(=O)CCc2cc(C)cc(C)c2)CC1
-11,O=C(NCc1ccc2c(c1)OCO2)c1coc(COc2cccc(F)c2F)n1
-4,CCSc1ncnc2c1nnn2C

Carrying on.
mcGAS RapidFire,molecule
-12,COc1ccc(-c2nccn2-c2ccccc2CCO)cc1C
-4,Cc1c(C(=O)NC2CCCCC2)c(C(F)(F)F)nn1C1CCCN(C)C1 (centres undefined)
-27,CN1CC2(CCN(C(=O)CCn3nnc4ccccc43)C2)OC1=O (centres undefined)
-15,CCC(CNC1CCN(C)CC1)Cc1ccccc1 (centres undefined)
-4,O=C(Cc1c(F)cccc1Cl)N1CCN(C(=O)C2CC2c2ccc3c(c2)OCO3)CC1 (centres undefined)
-9,O=C(Nc1cccc2ccccc12)C1CC(=O)N(C2CC2)C1 (centres undefined)
-13,COc1ccc(C(=O)Nc2c(C)nc3cccc(C)n3c2=O)cc1
-8,CN(C)S(=O)(=O)c1cccc(S(=O)(=O)N2CCN(c3cccc(Cl)c3)CC2)c1
-1,CC(C)CCNC(=O)CC(C)NS(=O)(=O)c1cccnc1Cl (centres undefined)
2,Cc1nn(CC(=O)NC2CCS(=O)(=O)C2)c(C)c1S(=O)(=O)N(C)C (centres undefined)
0,COCc1nc(CN(C)C(C)c2ccccc2F)cs1 (centres undefined)
-12,CCOC(=O)N=c1c(C#N)nc(C2OCCO2)cn1C
-1,COc1ccc(C(=O)N(C)C)cc1NCc1ccc(Cl)s1
-42,Cc1nccc(N2CCOc3c(O)cc(-c4nc5ccccc5s4)cc3C2)n1
-6,Cc1oc(=O)c(-c2csc(-c3ccc(Cl)cc3)n2)c(O)c1Br
2,CC(C)(C)c1ccc(NC(=O)NCc2nnnn2C2CCCCC2)cc1
-7&1,CCCC1COCCN1C(=O)c1cc(CC(C)C)[nH]c(=O)n1 (centres undefined)
-12,CCN1CCN(C(=O)CCC2CCN(C(=O)CCCC(=O)OC)CC2)CC1
-7,CC1CCC(NC(=O)CS(=O)Cc2ccccc2)CC1 (centres undefined)
-9,S=c1[nH]nc(-c2ccco2)n1C1CCCCC1
-8,O=C(O)C1(S(=O)(=O)c2cccc3nsnc23)CC1
-12,CC1CCCC(NC(=O)c2cncc(Br)c2)C1 (centres undefined)
7,N=c1ccccn1CC(=O)O
-6,Cc1cc(C(=O)NC(C)Cc2ccc(Br)cc2)on1 (centres undefined)
-4,O=C(Nc1nnc(C2CC2)s1)c1ccco1
-8,CCn1cnnc1CCNCc1cnc(-c2ccc3ccccc3c2)nc1
-33,Cc1csc(NC(=O)N2CC(OCCCc3ccccc3)C2)n1
-13,Cc1cc(CSCc2cc(-c3ccccc3)on2)on1
1,COC1(C)OC(N)(OC)C2(C#N)C(C#N)(C#N)C12C(C)=O (centres undefined)
-6,Cc1ccccc1-c1noc(-c2ccc(N(C)Cc3cnn(C)c3)nc2)n1
96*,O=C(C1CC1c1ccc(Cl)c(Cl)c1)N1CCCn2ncnc21 (centres undefined)
20,O=c1c2c(-c3cccs3)csc2[nH]c(=S)n1Cc1ccco1
-9,Cc1ccc(Cn2nc(C)c(NC(=O)c3nc4ncccn4n3)c2C)cc1
-3,Oc1c(Cl)cc(Cl)cc1C=Nc1ccc2c(c1)OCO2
-5,CC(C(=O)OC1CCS(=O)(=O)C1)c1ccc(Cl)c(Cl)c1 (centres undefined)
-12,Fc1ccccc1-n1cc(-c2ccnc(NC3CCC3)n2)cn1
-1,c1cc(CN2CCOCC2)cc(-c2ccc3ccccc3n2)c1
-8,Cc1cc(C)nc(-n2nc(C)c3c2CC(c2ccco2)CC3=O)n1 (centres undefined)
17,Cc1nc2nc3c(cn2n1)C(=O)CC(c1cccc(Cl)c1)C3 (centres undefined)
-7,CCOC(=O)c1nn(-c2ccc(F)cc2)c(=O)cc1OCC(=O)N1CCN(c2ccccc2)CC1
-9,CC(CCNC(=O)c1cccnc1NC1CCCC1)c1ccccc1 (centres undefined)
-3,COCc1ccc(C(=O)N2CCC3(CCCN(CCc4ccccc4)C3)C2)s1 (centres undefined)
-1,COc1c(Br)cc(F)cc1NC(=O)CC(C)(C)CC(=O)O
-1,O=C(Nc1cccc(COc2ccc3c(c2)OCO3)c1)N1CCOCC1
-3,CCCC(C)(C)C(=O)N1CCC1(C)C(=O)NS(=O)(=O)c1ccc(OC)cc1 (centres undefined)
5,CNC(=O)c1cccc(NC(C)C(=O)NCc2ccc(C)cc2)c1 (centres undefined)
-3,Clc1ccc(-c2nnn(Cc3nc(-c4ccccc4)no3)n2)cc1
-12,CCCc1nc(C(=O)N2CCC3(CN(C)C(=O)O3)C2)cs1 (centres undefined)
-1,O=C(c1cc(CN2CCC(O)CC2)on1)N1CCOc2ccccc2C1
-2,CC(C)n1nccc1NS(=O)(=O)c1ccc(F)cc1F
-15,Cc1[nH]c2ccccc2c1N=Nc1ccc(F)cc1
-9,O=C(CCN1CCCO1)N1CCOC(CC2CCCCC2)C1 (centres undefined)
1,O=C(O)c1cc(S(=O)(=O)Nc2cc(Cl)ccc2F)cc2c1OCCO2
11,O=C(CCc1ncc(-c2ccccc2)o1)N1CCCC1c1ccccc1 (centres undefined)
-15,CN(Cc1nc2ccccc2c(=O)[nH]1)C(=O)Nc1ccc(F)cc1
-1,Cc1ccc(F)c2c1CCCN2C(=O)c1ccc(-n2cncn2)cc1
-5,CCOC(=O)C(C)(N)Cc1ccccc1 (centres undefined)
-8,CCCNC(=O)CN1CCC(NCc2cn(C)nc2C(C)C)CC1
-1,Cc1cccc(N=Nc2cnc(N)s2)c1
-3,N#Cc1ccc(CNC(c2ccccc2)c2ccccc2)cc1

Continued:
mcGAS RapidFire,molecule
-2,Cc1ccc(SCC(=O)N(C)CC(=O)Nc2ccc(N3CCOCC3)cc2)c(C)c1
-8,CCn1cc(S(=O)(=O)N2CCCC2c2ccccn2)c(C)n1 (centres undefined)
-9,CN1CC2(CCN(C(=O)CCc3n[nH]c4c3CCCC4)C2)OC1=O (centres undefined)
-15,Cc1nnc(C(C)NC(c2ccc(C3CCCCC3)cc2)C(C)C)o1 (centres undefined)
-5,CCOc1ccccc1NC(=NS(=O)(=O)c1ccc(C)cc1)Nc1nc(C)cc(C)n1
-3,O=C(Nc1ccc(N2CCCCC2)cc1)c1ccc[nH]c1=O
-7,Cc1ccc(-n2ncc3c(C)nn(CC(=O)Nc4ccc5c(c4)OCCO5)c(=O)c32)cc1C
-3,CC(C(=O)NCC1(c2ccc(Cl)cc2)CCC1)n1cncn1 (centres undefined)
-11,C/C=C(\C)C(=O)N(CC1CCN(Cc2ccccc2F)CC1)CC1CCCO1 (centres undefined)
-11,COC(C)c1noc(-c2ccncc2Cl)n1 (centres undefined)
-16,CNc1ncc(CN(C)C(=O)c2ccccc2C2CCNC2)cn1 (centres undefined)
-1,Cc1nnnn1C(Cc1ccccc1)C(=O)NCc1ccc(C)n1C (centres undefined)
-8,CCN(CC)c1cc(C)nc(Nc2ccc(NC(=O)C3CCCCC3)cc2)n1
-8,c1cnc2nc(-c3ccsc3)c(NC3CCCC3)n2c1
-36,Cc1nnc2ccc(N3CCCC3c3cccc(N(C)C)c3)nn12 (centres undefined)

Continued (3 carried over from the part before).
mcGAS RapidFire,molecule
-8,CCN(CC)c1cc(C)nc(Nc2ccc(NC(=O)C3CCCCC3)cc2)n1
-8,c1cnc2nc(-c3ccsc3)c(NC3CCCC3)n2c1
-36,Cc1nnc2ccc(N3CCCC3c3cccc(N(C)C)c3)nn12 (centres undefined)
-3,Cc1ccc(C)c2sc(OC3CCN(S(=O)(=O)c4cccnc4)CC3)nc12
-8,O=Cc1cccn1CCc1ccncc1
1,Cc1ccc2occ(C3CC(=O)Nc4c3c(C)nn4-c3ccc(=O)[nH]n3)c(=O)c2c1 (centres undefined)
-18,CCn1cc(S(=O)(=O)N2CC[C@@](C)(O)[C@@H](CC(C)C)C2)cn1
-5,COc1cc2ccncc2cc1OC
-17,O=c1cc(CSc2nnnn2-c2ccccc2)c2cc3c(cc2o1)CCC3
-20,NCC1CN(Cc2cn(CCC(N)=O)c3ccccc23)CCO1 (centres undefined)
-10,Cc1nn(CN(C)C(c2cccnc2)C(C)C)c(C)c1Br (centres undefined)
-10,O=C1OC(/C=C/c2ccccc2)=NC/1=C/c1cccc(Cl)c1

6 compounds from above, arranged by the value under mcGAS RapidFire, ascending:
mcGAS RapidFire,molecule
-20,NCC1CN(Cc2cn(CCC(N)=O)c3ccccc23)CCO1 (centres undefined)
-18,CCn1cc(S(=O)(=O)N2CC[C@@](C)(O)[C@@H](CC(C)C)C2)cn1
-17,O=c1cc(CSc2nnnn2-c2ccccc2)c2cc3c(cc2o1)CCC3
-10,O=C1OC(/C=C/c2ccccc2)=NC/1=C/c1cccc(Cl)c1
-8,O=Cc1cccn1CCc1ccncc1
-3,Cc1ccc(C)c2sc(OC3CCN(S(=O)(=O)c4cccnc4)CC3)nc12

Bioassay records (PubChem BioAssay)
